KCNH2 WT inh – blocks the wildtype human KCNH2 potassium channel; Q12809; U2OS, BacMam KCNH2, thallium flux FluxOr; stronger effect = lower value; activity change, % at 1.84 µM; hit rate 0.37% among 340,000; AID 720551;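 active = maximum activity change below -70%; inconclusive = maximum activity change between -70% and -50%; inactive = maximum activity change above -50%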; also: % is scaled to controls: 0 for no effect and ±100 for the full control effect
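U2OS cells transduced with wild-type KCNH2 virus are loaded with FluxOr dye for 45 min, and thallium flux is measured in kinetic reads before and after stimulation buffer. Rate constants are normalized to DMSO controls.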
FBPA coupling cs – counter-screen for Giardia aldolase inhibitors: coupling enzyme system; coupling enzyme system counterscreen, AmpLite Red fluorescence; activity change, negative = inhibition, % at 58.2 µM, hits read low; hit rate 0.67% among 290,000; AID 2472; in the data active = activity change below about -30%; also: % is scaled to controls: 0 for no effect and ±100 for the full control effect
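Coupling enzymes only (glyceraldehyde-3-phosphate) + compound, at 57.5 uM final, 10 min RT; add substrate/coupling/AmpLite Red mix, 20 min RT; fluorescence ex 525/em 598 nm. Actives flag coupling-system interference.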
TCR activator – activators of T cell receptors; primary human leukocytes, anti-CD3, IL-2 HTRF, 48 h; Potency, µM (top dose mostly 9.22 µM), for the others: at the top dose activation of IL-2 secretion, hits mostly activators; 330,000 tested, under 10 active; also: % of control where 0% means no effect
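IL-2 release read by HTRF sandwich (Eu cryptate donor, d2 acceptor, 665 nm emission) after 48 hr exposure of primary human leukocytes to compound together with anti-CD3 beads in the absence of co-stimulatory signals.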
Chronic BCR inh – chronic active BCR signaling inhibition; ABC-DLBCL IkBa-CBG/CBR reporter, luminescence ratio, 4 h; Potency, µM (highest dose often 46.1 µM), for the others: at the highest dose ratio change, negative = lower green/red ratio, actives largely listed as inhibitors; hit rate 0.05% among 340,000; AID 493014; active = well fitted inhibition curve with a large enough effect in the signal ratio, with a control signal flat, not every such curve was filed as active; inconclusive = small, poorly fitted or top-dose-only effect, or effect the other way, or a change in a side signal; the % refers to the signal ratio;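 also: potency is read from the fitted curve at half-maximal effect; plate controls were basal doxycycline-induced cells for no effect and cells given 10 µM MG132 for full effect; MG132 reads +100%, hits lower the ratio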
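TMD8 human ABC-DLBCL cells with doxycycline-inducible IκBα–green luciferase fusion and unfused red luciferase, in 0.5% FBS medium; compounds up to 46 uM, 4 h at 37C. Green/red luminescence ratio, filter-overlap corrected, fitted to concentration-response curves.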
MLL CXXC-DNA inh – MLL CXXC-DNA interaction inhibition | MLL-CXXC / FITC-HOXA9 DNA fluorescence polarization | hit rate 0.037% among 290,000 | Q03164 | Potency, µM (series often up to 115 µM), inactives show top-dose activity change, negative = inhibition, hits mostly inhibitors; active = well fitted inhibition curve with a large enough effect in the polarisation, with a control signal flat, not every such curve was filed as active; inconclusive = small, poorly fitted or top-dose-only effect, or effect the other way, or a change in a side signal; inactive = no such curve, though single readings can be large or run the other way; the % refers to the polarisation; also: potency is read from the fitted curve at half-maximal effect
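Purified MLL-CXXC (added from a 7 uM solution) was preincubated 5 min at ambient with pinned compounds in 50 mM Tris-HCl pH 7.5, 50 mM NaCl, 1 mM DTT, 0.05% BSA. Fluorescein-labeled HOX-A9 DNA (50 nM solution) followed, 30 min, then polarization read.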
GALK inhibitor – blocks human galactokinase activity; P51570; Purified GALK, Kinase-Glo residual ATP luminescence; Potency, µM (titrated, usually from 57.5 µM), for the others: at the highest dose activity change, negative = inhibition, actives largely listed as inhibitors; hit rate 0.007% among 270,000; AID 1868; also: potency is read from the fitted curve at half-maximal effect; % is scaled to controls: 0 for no effect and ±100 for the full control effect
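Quantitative HTS: GALK 5 nM, ATP 35 uM, galactose 100 uM, 1 h room temperature, then luciferase-based ATP detection.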
Giardia killer – Giardia lamblia killing. hit rate 0.15% among 340,000. activity change, % at 7.66 µM, hits read low. AID 540267. Giardia lamblia trophozoite viability; in the data active = activity change below about -80%; inconclusive = between about -30% and that limit;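 also: parasites exposed to compound for two days anaerobically before the ATP read; % is scaled to controls: 0 for no effect and ±100 for the full control effect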
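Giardia lamblia trophozoites (100 cells/well) were incubated with compounds for 48 h at 37 deg C under anaerobic conditions. Viability was read as ATP content by one-step luminescence after 15-30 min at room temperature.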
TSHR antag – blocks TSH signaling through the human TSH receptor; P16473; TSHR-expressing cells, TSH-stimulated cAMP HTRF, 2 h; stronger effect = lower value; activity change, negative = inhibition, % at 11.5 µM; hit rate 0.2% among 330,000; AID 504810;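 active = activity change below a set negative limit, meaning inhibition stronger than a set level, cut at about -70% in these data; inconclusive = activity change between two set negative limits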; also: % is scaled to controls: 0 for no effect and ±100 for the full control effect
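Read-out is FRET at 665 nm (cryptate excitation 337 nm) from a cryptate-tagged anti-cAMP antibody, competed by cell cAMP against cAMP-d2. Compounds are tested on freshly harvested TSHR cells challenged with 4nM TSH (EC80) for 2 hours at 37 deg C.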
AT treatment – candidate therapy for ataxia-telangiectasia. […] A-T fibroblasts, KAP-1 phosphorylation AlphaLISA; neocarzinostatin DNA damage 30 min before lysis. Potency, µM (series often up to 57.5 µM), for the others: top-dose activation, actives largely listed as activators. hit rate 0.19% among 320,000. AID 485349; also: potency is read from the fitted curve at half-maximal effect; % of control where 0% means no effect; nearly all actives have a fitted effect of over 45% in size
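ATM-like activity read as KAP-1 phosphorylation via AlphaLISA donor/acceptor antibody pairs after lysis and 6 hr at 25C. Cells were ATM-null patient fibroblasts ([…], hTERT), dosed 60 min, then exposed to the DSB inducer NCS for 30 min.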
Tb PFK block – blocks T. brucei phosphofructokinase; O15648; AID 485367; Potency, µM (doses to about 57.5 µM), for the others: top-dose activity, negative = inhibition, usual class: inhibitors; hit rate 0.17% among 330,000; T. brucei PFK, ADP-Glo luminescence;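 also: potency is read from the fitted curve at half-maximal effect; 0% = uninhibited 1x PFK enzyme wells and -100% = no-enzyme wells; nearly all actives have a fitted effect of over 60% in size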
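Activity is normalized to no-enzyme wells (full inhibition) and 1.25 nM enzyme wells (no inhibition). Reaction: 0.5 mM F6P, 0.1 mM ATP, 45 min RT, ADP-Glo luminescence; concentration-response curves fitted and classed by quality.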
* hit, by the source's call; i = inactive; ? = inconclusive; · = not tested or not shown; & = joins results of further samples; [ ] = another dose, or the depositor's remark. Unless noted, calls follow the shape of the dose curve; as a rule, active = well fitted curve in the direction sought with a large enough effect; inconclusive = small, poorly fitted or top-dose-only effect, or another doubt; inactive = no such curve, though single readings can be large; an effect the other way counts as inactive or inconclusive. An excerpt, so the mix of outcomes need not match the whole.

smiles | KCNH2 WT inh | FBPA coupling cs | TCR activator | Chronic BCR inh | MLL CXXC-DNA inh | GALK inhibitor | Giardia killer | TSHR antag | AT treatment | Tb PFK block
COC(=O)c1[nH]c2ccc(C)cc2c1NC(=O)Oc1ccccc1 | 7.2 | -2.3 | 3.0% | ? | 5.8% | -0.5% | -0.8 | -14.9 | -1.9% | -8.8%
Cc1ncoc1C(=O)NCCC(c1ccccc1)c1ccccc1 | -6.9 | 2.7 | 7.0% | ? | 16.9% | 2.3% | -8.2 | -4.4 | -1.5% | -4.4%
COC1=CC(=O)O[C@@H](/C=C/c2ccccc2)C1 | -4.8 | · | 6.6% | ? | · | · | -5.9 | -7.0 | -6.5% | 2.2%
COC(=O)C1=C(c2ccc(F)cc2OCc2ccccc2)C[C@@H]2CC[C@H]1N2C(=O)NC1CCN(Cc2ccccc2)CC1 | 11.7 | · | 4.0% | ? | · | · | -5.6 | -4.3 | 1.0% | 4.5%
CC(C)CN(CC(C)C)C(=O)C1C2c3ccccc3C(c3ccccc32)C1C(=O)O (configuration not stated) | -5.4 | 9.9 | -5.2% | -0.3% | -12.1% | 4.5% | -16.6 | 16.3 | -5.3% | -14.9%
CCN1CCN(C(=O)Cc2coc3cc(C)cc(C)c23)CC1 | 11.7 | -0.8 | -4.9% | 1.3% | 10.2% | 3.0% | 6.2 | 1.7 | 0.1% | 1.9%
CN(C)C(=O)Oc1ccc(Cl)c2cccnc12 | 2.0 | -0.4 | 2.2% | 5.1% | 3.2% | -1.8% | -12.8 | -4.0 | 1.0% | 1.4%
Cc1c(C=O)c2ccccc2n1Cc1ccccc1F | i | 6.1 | 0.8% | ? | 0.9% | 3.0% | -8.9 | -1.3 | -3.2% | -0.5%
Cc1ccsc1-c1nc(CSCC(=O)N2CCC3(CC2)OCCO3)c(C)o1 | 0.3 | 0.9 | -60.6% | 4.3% | -4.4% | 0.3% | 5.3 | -10.1 | -2.1% | 2.6%
Cc1cc(S(=O)(=O)NCC(C)C)ccc1OCC(=O)N1CCN(Cc2ccccc2)CC1 | -2.8 | -1.4 | -11.2% | 6.9% | -4.1% | -2.2% | -18.8 | -2.6 | -4.3% | -12.2%
COc1ccc(CN2C(=O)CC(=O)NC2=O)cc1 | 0.5 | 7.1 | 0.2% | 4.7% | -6.5% | 1.4% | 11.4 | -3.9 | 0.5% | -7.7%
CC12CC[C@H]3[C@@H](CCC4(O)C[C@H](O)CCC34/C=N/NC(=O)c3ccccc3Cl)C1(O)CCC2C1=CC(=O)OC1 (some centres not stated) | 1.7 | 0.8 | 0.6% | ? | -3.0% | · | 3.7 | -0.2 | -4.5% | -7.8%
C=C(COC(=O)CCC(=O)O)CC1CC(O)[C@]2(C)OC3CC4OC5C[C@]6(C)O[C@]7(C)CCC8OC9C[C@]%10(C)OC%11C(C)=CC(=O)OC%11CC%10OC9C[C@@H](C)C8OC7CC6O[C@]5(C)C/C=C\C4OC3CC2O1 (some centres not stated) | 2.6 | 3.2 | 9.9% | 1.6%&10.3% | 0.8% | -1.1% | -14.9 | 12.0&-2.3 | -4.0%&19.4% | 10.2%&4.3%
O=C(c1ccc(-c2ccccc2)cc1)C1CCCN(Cc2ccn[nH]2)C1 (configuration not stated) | 14.4 | 1.1 | -11.2% | -13.4% | -10.2% | 1.8% | 0.3 | 2.2 | 3.5%[11.5 µM] | -2.3%
CN(C)C(=O)On1c(-c2ccccc2)nc2ccc(Cl)cc21 | 0.4 | -3.6 | 5.2% | ? | -7.8% | -0.4% | 4.5 | 9.6 | 0.4% | 1.7%
O=C(C1CC(=O)N(C2CCCCCCC2)C1)N1CCC2(CC1)OCCO2 (configuration not stated) | -4.2 | 2.4 | · | 0.4% | 1.7% | -1.3% | -3.6 | 11.4 | -3.8% | 9.1%
Cc1cc(C=O)c(C)n1CC1CCCO1 (configuration not stated) | 0.5 | -1.9 | -3.8% | ? | -4.2% | -0.8% | 0.2 | -8.1 | -0.4% | -1.3%
COC(=O)C1=C(c2ccc(C(C)=O)cc2)C[C@@H]2CC[C@H]1N2C(=O)NCCO | -3.2 | · | -2.0% | -3.6% | · | · | -1.8 | -3.8 | 6.2% | -4.3%
CC/C(=N\NC(=O)c1ccccc1O)c1c(O)n(C2CCCCC2)c(=O)[nH]c1=O | -5.1 | · | 3.8% | ? | -1.8% | -28.4% | 19.1 | -23.4 | 7.9% | 0.4%
COC(=O)C1C2c3ccccc3OC1(C)N=c1s/c(=C/c3cn(C)nc3C)c(=O)n12 (configuration not stated) | 2.7 | 0.5 | 0.7% | -2.6% | 1.9% | 0.3% | 3.8 | -5.4 | -2.7% | -1.3%
N#CC1=C(N)Oc2c(c(=O)oc3ccccc23)C1c1ccccc1OC(=O)c1cccs1 (configuration not stated) | 4.8 | -0.2 | 1.3%[46.1 µM] | ? | 11.6% | -1.8% | -14.6 | -5.6 | 7.5% | -10.6%
CC(Cc1ccccc1)N1Cc2ccccc2C1 (configuration not stated) | -0.2 | 0.2 | -8.1% | ? | ? | 3.1% | 14.5 | -0.3 | -23.3% | 0.2%
O=S(=O)(CCN1CCN(c2ccccn2)CC1)c1ccc(Cl)cc1Cl | 1.4 | 3.6 | -2.4% | 3.1% | 43.8%[activator] | 0.3% | 7.9 | 2.0 | 1.0% | 4.2%
O=[N+]([O-])c1ccc(C2C3C(c4ccccc4)=NC4(CCCC4)N32)cc1 (configuration not stated) | 2.7 | 3.5 | 0.4%[46.1 µM] | 2.3% | 2.4% | · | -8.4 | 0.1 | 3.3% | 0.0%
CCOc1cc(-c2noc(CCC(=O)Nc3cccnc3)n2)ccc1OC | -3.5 | -2.1 | 2.7% | ? | -0.2% | 0.4% | -8.0 | -0.7 | -23.9% | 0.0%
O=C(NC1CN2CCC1CC2)c1ccc(-c2ccc([N+](=O)[O-])cc2)o1 (configuration not stated) | 3.9 | 1.0 | 2.1%[46.1 µM] | 7.1% | -1.6% | · | 6.4 | 2.6 | 1.7% | 10.5%
CC(C)(C)C(=O)O[C@H]1CC[C@@]2(C)C(=CC(=O)C3C2CC[C@]2(C)C(=O)CCC32)C1 (some centres not stated) | 0.7 | · | 6.3% | 1.7% | · | · | 4.1 | -10.8 | 14.8% | 4.6%
O=[N+]([O-])c1ccc(C2[C@H]3C(c4ccccc4)=NC4(CCCCC4)N23)cc1 (some centres not stated) | 41.7 | 0.1 | -3.9%[46.1 µM] | -5.0% | -5.7% | -0.3% | -13.0 | 3.5 | 0.6% | 10.1%
COC(=O)C1=C(c2ccc(F)cc2F)C[C@@H]2CC[C@H]1N2C(=O)NCCOc1ccccc1Cl | -3.7 | · | 12.2% | ? | · | · | -28.0 | -7.1 | 1.3% | 0.3%
CNC(=O)OCCc1n(C)cc[n+]1C | -2.8 | 3.1 | -0.8%[46.1 µM] | ? | 9.0% | 0.6% | 0.5 | 9.4 | -5.1% | -3.9%
CCN(CC)c1ccc(N=Cc2c(O)n(-c3ccccc3C)c(=O)[nH]c2=O)cc1 | 3.5 | 0.0 | -0.1% | -9.0% | ? | -4.0% | 4.1 | -1.6 | -4.4% | -6.2%
COc1cc(OC)c(OC)cc1C=O | 7.0 | 1.4 | 4.8% | 0.0% | · | · | ? | 14.9 | -0.8% | -3.3%
Cc1ccc(O)c(C)c1 | 2.8 | · | 11.1% | -4.1% | · | · | 8.3 | 18.1 | 1.2% | 2.4%
CCN(N=Nc1nonc1OC)c1nonc1OC | -2.4 | -0.4 | -6.8%[46.1 µM] | -0.2% | 0.6% | -2.3% | 0.8 | -7.7 | · | -1.3%
CN1CCc2nc(N)c(C#N)c(-c3ccccc3)c2C1 | -2.0 | -1.7 | 1.6% | ? | -8.8% | 0.2% | -8.0 | -12.8 | 0.1% | -5.5%
CN1CCN(c2c[nH]c(=O)[nH]c2=O)CC1 | 14.3 | -0.1 | 6.0%[46.1 µM] | 11.2% | 1.5% | -3.2% | -8.7 | 3.5 | -2.8% | 1.7%
CCN(CC)CCNC(=O)c1nn(-c2ccc(C)cc2)c(=O)c2c1c1ccccc1n2C | 2.5 | -3.4 | -0.5% | 2.1% | 11.3% | 2.3% | 22.2 | -0.3 | -5.5% | 3.6%
O=C1NC(=O)C(=Cc2csc3ccccc23)C(=O)N1 | -208.9* | 0.8 | 11.8% | ? | -22.8% | -2.1% | 1.2 | 9.8 | 7.9% | 0.5%
C=CCC1(CN2CCCC2=O)C(=O)NC(=O)NC1=O | 2.2 | 0.9 | -0.3% | -1.5% | -4.9% | -1.1% | 10.7 | 4.7 | -1.9% | 1.9%
CCOC(=O)CC1=C(C(=O)OCC)C2(C(=O)N1)C(C(=O)OC)=C(N)Oc1ccccc12 (configuration not stated) | 6.1 | 2.4 | 4.0% | 4.7% | -8.8% | -4.4% | 7.1 | 0.8 | 1.1% | 3.1%
